# Screening results deposited in PubChem by several laboratories.
# IMP-1 inhibitor – IMP-1 metallo-beta-lactamase inhibitors, primary screen, biochemical, epi-absorbance readout, Pseudomonas aeruginosa enzyme. metallo-beta-lactamase IMP-1 (Pseudomonas aeruginosa). purified IMP-1, nitrocefin hydrolysis, epi-absorbance fluorescence. inhibition, % at 5.6 µM. actives 0.45% (n = 290,000). AID 1556, 2009;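 active = inhibition above the mean plus 3 SD of all compounds in the same screening run, cut at about 4.5% in these data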;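 also: 0% = IMP-1 with DMSO and 100% = DMSO wells lacking enzyme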
#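 Test system: recombinant IMP-1 enzyme, purified / Medium: HEPES buffer pH 7.1 with ZnSO4 and Brij 35 / Doses: single dose, 5.6 µM / Times: 25 °C, 15 min preincubation, 25 min reaction / Detection: Epi-absorbance via hydrolysed-nitrocefin quenching of white-plate fluorescence, 480/530 nm, EDTA stop / Evaluation: percent inhibition from optical density relative to buffer-blank wells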
# DNA FID counter – compounds displacing fluorescent DNA intercalator, primary screen, artefact control for HCV NS3 helicase inhibitor project, biochemical, FID fluorescence; inhibition, % at 7.9 µM; actives 0.17% (n = 290,000); AID 1845, 2009; DNA fluorescent intercalator displacement; in the data active = inhibition above about 37%;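 also: 0% = vehicle and 100% = reference compound; higher means more ethidium bromide displaced from hairpin DNA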
# OXTR agonist – human OXTR agonists, primary screen, fluorescence, CHO-OTR cells, Fluo-8 calcium; actives 0.32% (n = 320,000); Fluo-8 calcium fluorescence; normalized: DMSO 0%, oxytocin 100%; activation, % at 3 µM; AID 2435, 2010; Oxytocin receptor (Homo sapiens), P30559;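 active = activation above the mean of all tested compounds plus 3 SD, cutoff set per screening run, cut at about 20% in these data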;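 also: peak over basal fluorescence ratio from a 100 s FLIPR kinetic read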
# Target sequence (P30559 whole entry, looked up): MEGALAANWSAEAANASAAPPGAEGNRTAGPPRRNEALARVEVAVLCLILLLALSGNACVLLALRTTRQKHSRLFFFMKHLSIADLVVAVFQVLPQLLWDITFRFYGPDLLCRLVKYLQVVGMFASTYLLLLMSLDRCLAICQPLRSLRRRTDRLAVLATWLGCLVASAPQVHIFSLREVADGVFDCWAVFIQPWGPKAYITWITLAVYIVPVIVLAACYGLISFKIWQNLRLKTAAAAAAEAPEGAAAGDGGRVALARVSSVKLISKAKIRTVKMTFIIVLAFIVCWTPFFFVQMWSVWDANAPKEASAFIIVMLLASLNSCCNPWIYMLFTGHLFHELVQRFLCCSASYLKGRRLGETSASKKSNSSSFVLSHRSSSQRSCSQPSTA
# GPR7 antagonist – GPR7 receptor antagonists, primary screen, cell-based, fluorescence, single concentration | Neuropeptides B/W receptor type 1 (Homo sapiens), P48145 | GPR7-expressing cells, fluorescence antagonist assay | inhibition, % at 4.4 µM | actives 1.1% (n = 290,000); in the data active = inhibition above about 16%, passing the limit was not always enough;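 also: cells stimulated with the agonist NPW; 0% = agonist with vehicle and 100% = vehicle without agonist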
# Target sequence (P48145 whole entry, looked up): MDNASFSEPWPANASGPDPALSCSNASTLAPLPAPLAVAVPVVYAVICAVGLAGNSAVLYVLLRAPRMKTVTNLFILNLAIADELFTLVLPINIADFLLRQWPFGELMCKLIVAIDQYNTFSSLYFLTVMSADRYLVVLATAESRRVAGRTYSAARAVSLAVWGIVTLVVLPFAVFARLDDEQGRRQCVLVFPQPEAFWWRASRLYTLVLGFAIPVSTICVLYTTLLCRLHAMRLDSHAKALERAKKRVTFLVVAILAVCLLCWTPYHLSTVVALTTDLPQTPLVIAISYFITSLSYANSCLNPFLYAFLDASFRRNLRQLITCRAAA
# VIM-2 inhibitor – VIM-2 metallo-beta-lactamase inhibitors, primary screen, biochemical, epi-absorbance readout, Pseudomonas aeruginosa enzyme | AID 1527, 2009 | purified VIM-2, nitrocefin hydrolysis, epi-absorbance fluorescence | inhibition, % at 5.6 µM | actives 0.89% (n = 290,000);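 active = inhibition above the mean of all tested compounds plus 3 SD, cutoff set per screening run, cut at about 7.5% in these data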;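 also: red hydrolysis product quenches plate fluorescence so inhibitors raise well fluorescence; 0% = enzyme with DMSO and 100% = DMSO without enzyme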
# HCV NS3 hel inh – inhibitors of HCV NS3 helicase, primary screen, biochemical, Cy5 molecular beacon fluorescence; NS3 helicase DNA unwinding; inhibition, % at 10.9 µM; actives 0.56% (n = 290,000);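 active = inhibition above the mean of all tested compounds plus 3 SD, set per campaign, cut at about 35% in these data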;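 also: 0% = DMSO wells and 100% = thioflavine S control wells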
#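 Assay system – hepatitis C virus NS3 helicase domain fragment enzyme · Buffer or medium – MOPS pH 6.5, MgCl2, DTT, Tween20, BSA · Reagent – Cy5/quencher beacon DNA duplex and ATP to start · Compound – single 10.9 µM dose · Timing – 1 h at 25 °C · Technique – Cy5 beacon fluorescence read at start and 1 h · Measure – % inhibition of unwinding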
# PHOSPHO1 block – PubChem AID 1565; Phosphoethanolamine/phosphocholine phosphatase (Homo sapiens), Q8TCT1; recombinant PHOSPHO1, absorbance phosphatase assay; inhibition, % at 13.3 µM; actives 1.1% (n = 290,000); in the data active = inhibition above about 60%
# GalR3 antag – GalR3 antagonists in HEK293 cells, primary screen, cell-based, fluorescence readout; Galanin receptor type 3 (Homo sapiens), O60755; HEK293 GalR3-CNG cAMP membrane potential fluorescence; galR3 body fused to GalR1 C-terminus; inhibition, % at 3 µM; actives 0.44% (n = 360,000); AID 651719, 2012;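 active = inhibition above the screen-wide average plus 3 SD, cut at about 13% in these data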;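 also: forskolin and galanin both at EC90 stimulate the cells; cAMP rise reported by CNG channel membrane potential dye signal; 0% = forskolin plus galanin with DMSO and 100% = forskolin alone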
# Target sequence (O60755 1-299 limits assumed): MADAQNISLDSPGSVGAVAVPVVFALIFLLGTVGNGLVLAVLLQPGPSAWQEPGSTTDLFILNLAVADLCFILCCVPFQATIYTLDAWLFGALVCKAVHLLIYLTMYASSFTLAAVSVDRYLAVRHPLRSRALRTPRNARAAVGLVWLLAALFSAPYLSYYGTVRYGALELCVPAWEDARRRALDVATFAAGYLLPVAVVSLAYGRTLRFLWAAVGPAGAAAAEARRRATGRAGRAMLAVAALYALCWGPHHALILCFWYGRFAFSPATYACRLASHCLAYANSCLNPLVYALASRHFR
# V1aR counter – agonists of human V1a receptor, primary screen, counter-screen for OXTR agonist project, fluorescence, CHO-V1R cells; Fluo-8 calcium fluorescence, agonist mode; 0% DMSO, 100% 3 nM vasopressin; Vasopressin V1a receptor (Homo sapiens), P37288; actives 0.25% (n = 320,000); AID 2797, 2010; activation, % at 3 µM;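 active = activation above the mean activation of all tested compounds plus 3 SD, per screening run, cut at about 20% in these data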;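 also: signal is peak over basal fluorescence ratio across a 100 second FLIPR read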
# An asterisk follows results filed as active; . = not tested or not shown. Random draw from the library; any-hit rate near 4.3%.
# Values run as follows: IMP-1 inhibitor	DNA FID counter	OXTR agonist	GPR7 antagonist	VIM-2 inhibitor	HCV NS3 hel inh	PHOSPHO1 block	GalR3 antag	V1aR counter
- CCOC(=O)c1cccnc1SC(CC)C(=O)NCc1ccco1 (stereo unspecified)
  -5.5	-11	-1.5	-22	-2.7	4	7	-3	-0.6
- CC1Cn2c(nnc2-c2ccccc2O)S1 (stereo unspecified)
  -4.1	-6	0.1	-11	0.3	-6	-4	1	0.7
- O=C(c1ccncc1)N1CCN(C2CCC(c3ccccc3)CC2)CC1 (stereo unspecified)
  -0.5	-3	1.9	-7	0.0	-16	28	0	1.0
- COc1n[nH]c(C(=O)Nc2cc(F)ccc2C)c1[N+](=O)[O-]
  -2.3	-10	-1.6	-14	-3.7	1	-20	-13	1.1
- N#CC(C#N)=Cc1cn(-c2ncc(C(F)(F)F)cc2Cl)c2ccccc12
  -1.9	-6	6.2	-16	-2.2	-9	49	2	-1.1
- CC(CCCC(C)(C)O)NC(=O)c1cc(COc2ccc3ncccc3c2)on1 (stereo unspecified)
  0.4	-22	18	-16	-1.2	-6	41	15*	10
- CCNC(=O)C(=O)N/N=C/c1cc([N+](=O)[O-])ccc1O
  -3.4	0	-0.4	17	-2.3	1	-3	-3	0.0
- C/C(=N\NS(=O)(=O)c1ccc([N+](=O)[O-])cc1)c1ccc2c(c1)OCO2
  -5.0	6	.	-15	-2.0	0	21	6	.
- CC(C)Cc1nc2oc3c(Cl)ncnc3c2c2c1CCC2
  -2.3	1	-1.4	-9	-4.2	4	-1	-8	-0.6
- COc1ccc(C(=O)CCC(=O)Nc2cccc(Cl)c2)cc1
  -1.6	-3	2.8	8	-4.2	5	9	1	3.2
- COC(=O)CC(N)c1ccc(OC)c2ccccc12 (stereo unspecified)
  -1.8	0	-0.1	0	0.3	8	-29	-1	0.0
- Cc1cc(Br)cc(C)c1OCC(=O)NNC(=O)CCC(=O)NCc1ccccc1
  -2.9	-7	-0.9	-11	-3.9	5	9	-4	0.1
- COc1ccc(NC(=O)c2ccc3nc(C)sc3c2)cc1
  1.5	-12	1.0	-2	-0.6	-1	39	-3	0.0
- CC1=C(C(=O)Nc2ccccc2C)C(c2ccccc2)NC(=O)N1 (stereo unspecified)
  4.5*	1	-0.2	-15	-0.1	0	-11	8	-0.3
- CCOC(=O)c1cn(Cc2cccc(Cl)c2)c2cc(C)nn2c1=O
  -1.3	-16	0.0	-8	5.5	10	42	3	0.9
- CCOc1ccc(C(=O)CCc2nc3ccccc3s2)cc1
  -3.2	-37	-2.0	4	-2.5	11	27	0	-0.3
- COc1ccccc1CNC(=O)C1CCC(CNS(=O)(=O)c2ccc(NC(C)=O)cc2)CC1 (stereo unspecified)
  -3.6	-31	0.6	-3	-2.5	-3	.	-9	-0.1
- Cc1[nH]n2c(=O)c(C#N)c(-c3ccccc3)nc2c1-c1ccccc1
  1.8	-7	-0.5	-6	-2.9	5	4	-5	0.4
- CC(=O)Nc1cccc(NC(=O)CSc2ccc(C(F)(F)F)cc2[N+](=O)[O-])c1
  -2.6	0	5.4	5	-6.9	2	-4	1	4.5
- CC(NC(=O)CCn1nc(-c2ccc(Cl)cc2)ccc1=O)c1ccccc1 (stereo unspecified)
  -3.2	-31	-2.2	-4	-2.8	9	4	-1	-1.3
- Cc1cc(=S)cc(C)n1CCCn1ccnc1
  -2.0	5	0.7	2	-3.9	-2	11	-5	1.0
- COC(=O)C(/C=N/OCc1ccc([N+](=O)[O-])cc1)NC(=O)c1cccc(Cl)c1 (stereo unspecified)
  -3.7	-3	32*	38*	-5.2	9	12	2	38*
- c1ccc2c(c1)OCCOCCOCCOCCOCCOc1ccccc1OCCOCCOCCO2
  -3.0	-52	21*	7	0.0	-4	-3	-7	13
- CCOc1ccc(NC(=O)c2cc(=O)[nH]c3ccccc23)cc1
  1.1	-9	.	-6	-2.2	10	-6	-11	.
- O=C(NCc1ccccc1)C1c2ccccc2Oc2ccccc21
  -1.5	-8	-1.3	-8	-2.5	-3	-88	-7	-0.6
- COc1ccc(S(=O)(=O)NCCC(C)C)cc1OC
  -1.9	-6	-0.7	-8	-4.3	-5	5	-2	-0.5
- Cc1ccccc1NC(=O)Cc1nnc(SCC(=O)Nc2ccccc2)n1C
  -0.4	-8	-1.2	1	0.8	5	34	-1	0.8
- CN1C[C@@H]2C[C@@H](c3cccn3-c3nccs3)N3CCC[C@@]23C1=O
  -0.5	-3	0.5	-9	1.8	0	41	-5	-0.7
- Cc1cc(C)c(NC(=O)C[N+](C)(C)CC(O)COc2cccc3ccccc23)c(C)c1 (stereo unspecified)
  -3.1	35	-1.0	-10	-3.1	-71	-4	-8	0.6
- CCn1c(O)c(C=NC2CCCC2)sc1=S
  -1.5	-2	-0.3	-3	-2.9	2	26	-3	9.0
- CC(C)(C)OC(=O)[C@H]1[C@H](c2ccc([N+](=O)[O-])cc2)C2(C(=O)c3ccccc3C2=O)C2c3ccccc3C=NN21 (stereo partly specified)
  -0.1	-31	-2.3	13	0.2	18	12	-3	0.4
- O=C(N/N=C/c1ccncc1)c1cc2ccccc2o1
  -3.1	-5	0.8	-2	-2.0	8	10	3	0.2
- O=C(Nc1ccc(-c2nc3ncccc3o2)cc1)c1ccc(Br)o1
  -1.6	0	-0.8	5	1.2	-3	16	-3	0.3
- CCOP(=O)(OCC)C(Nc1ccccc1)c1cc(OC)ccc1OC (stereo unspecified)
  -1.3	-20	-0.1	2	-0.8	2	-10	-4	-0.2
- CCN1CCN(S(=O)(=O)c2cc(C(=O)O)ccc2Cl)CC1
  -2.5	0	0.8	-16	-2.3	21	7	-7	0.2
- O=C(O)CSCC(=O)Nc1ccc(Br)c(C(F)(F)F)c1
  -0.4	-8	1.8	-13	0.7	0	2	-7	0.9
- Nc1c(C(=O)O)sc2nc(-c3ccccc3)cc(-c3ccccc3)c12
  2.7	-20	0.4	2	3.0	7	-112	-1	-0.4
- CC12CCC(=O)N1C(C(=O)O)Cc1c2[nH]c2ccccc12 (stereo unspecified)
  -3.0	1	2.7	-17	-3.8	5	-11	-6	0.0
- Cc1ccc(C2(C)NC(=O)N(CC(=O)Nc3cc(S(=O)(=O)N4CCOCC4)ccc3C)C2=O)cc1 (stereo unspecified)
  -2.0	-29	-1.5	5	-5.1	13	-7	4	-1.0
- O=C(NCc1ccco1)c1cc2cc3ccc(Cl)cc3nc2o1
  -2.5	2	-0.5	-10	-2.1	-1	17	-1	-0.3
- Cc1cc(C(=O)Nc2nc3c(C)cccc3s2)c(C)o1
  1.1	3	-1.8	4	-0.4	-7	11	-2	-0.9
- CCN(CC)c1ccc2cc(-c3nnc(-c4ccccc4)o3)c(=O)oc2c1
  8.3*	-2	42*	18	8.4*	2	-3	1	50*
- CCN(CC)S(=O)(=O)c1cccc(C(=O)OCC(=O)c2ccc3c(c2)NC(=O)CO3)c1
  -3.6	-2	18	6	-6.3	-6	-21	0	7.7
- CC1CC(C)CN(C(=O)C2CC(=O)N(c3ccc(F)cc3)C2)C1 (stereo unspecified)
  -2.3	-16	0.8	6	-2.6	1	2	-8	-0.1
- Cc1ccc(S(=O)(=O)N(CC(=O)NCC2CCCO2)c2cccc([N+](=O)[O-])c2)cc1 (stereo unspecified)
  -1.8	-14	-1.2	-12	-4.4	11	27	-6	-0.6
- COc1cc(CN2CCCCCC2)cc([N+](=O)[O-])c1O
  -1.8	3	0.9	-16	-4.9	-2	24	-5	1.8
- COc1ccc(/C(=N\Nc2ccccc2C(=O)O)c2ccccc2)cc1
  -3.0	-29	-0.9	-5	-2.0	-2	-5	3	0.1
- COc1cc(OC)cc(C(=O)/C=C2\Sc3ccccc3N2C)c1
  -2.5	-10	-2.3	2	0.1	-2	7	1	-1.3
- COc1ccc(CN(C(=O)CSc2nnc(-c3ccc(F)cc3)o2)c2ccc(F)cc2)cc1
  -2.6	-6	1.6	-7	-2.2	1	-8	-9	2.8
- Cc1ccc(S(=O)(=O)N2CCC(C(=O)Nc3nnc(C45CC6CC(CC(C6)C4)C5)s3)CC2)cc1
  -3.3	-1	.	1	-4.4	9	23	.	.
- CC1(C)OC(=O)N(c2ccccn2)C1(C)O (stereo unspecified)
  -1.2	6	0.4	18	-1.1	-8	22	-4	2.4
- Cc1ccc(OCCCn2ccnc2)c([N+](=O)[O-])c1
  -3.5	11	-0.1	-2	-3.3	0	-2	-11	0.9
- Cc1cccc(NC(=O)c2sc(NC(=O)c3ccco3)c(C#N)c2C)c1C
  -0.8	-1	0.8	-4	-3.3	-9	35	-2	0.1
- Cc1[nH]c2ccccc2c1C(=O)CSC(=S)N(C)C
  -3.6	-2	3.8	-4	0.6	-6	14	-13	1.1
- O=C1CSC(=Nc2ccc(O)cc2)N1c1ccc(O)cc1
  -3.4	4	-0.1	-3	-2.2	-1	-22	-3	1.1
- Cc1ccc(-n2ncc3c(NNC(=O)c4ccco4)ncnc32)c(C)c1
  -1.9	-1	0.4	-3	0.0	1	-8	-3	0.2
- CC(=O)c1nc(N2C(=O)CC(Cc3cccc(C)c3)C2=O)sc1C (stereo unspecified)
  17*	-26	-0.1	-12	-5.6	4	46	4	0.1
- O=C(CCn1c(=O)[nH]c2ccccc2c1=O)N1CCN(c2cccc(C(F)(F)F)c2)CC1
  -0.2	-8	4.9	0	-1.3	-5	-4	0	3.6
- C/C(CC(=O)Nc1cccc(Cl)c1Cl)=N\NC(=O)C(=O)NC1CCCCC1
  -2.6	-10	16	-5	-1.8	-11	28	-5	-0.5
- CN(C)S(=O)(=O)c1ccc(NC(=O)CN2CCOCC2)cc1
  -1.5	1	0.9	-11	-0.9	-8	30	-6	1.6

# Marked active in GalR3 antag, among the entries above:
Compound,IMP-1 inhibitor,GPR7 antagonist,VIM-2 inhibitor,HCV NS3 hel inh,PHOSPHO1 block,GalR3 antag
CC(CCCC(C)(C)O)NC(=O)c1cc(COc2ccc3ncccc3c2)on1 (stereo unspecified),0.4,-16,-1.2,-6,41,15*
